Screens (PubChem BioAssay)
SR-BI DiI inh: blocks mouse SR-BI lipid uptake from DiI-HDL; actives 0.96% (n = 320,000); inhibition, % at 12.5 µM; ldlA[mSR-BI] CHO cells, DiI-HDL uptake fluorescence, 3 h; Q61009;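 active = mean replicate inhibition of at least 70% and a set share of replicates each scoring 70 or more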;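 note: 0% = median of neutral control wells and 100% = median of positive control wells; values of inactives mirror those of a sister screen read the other way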
Target sequence (Q61009 whole entry, looked up): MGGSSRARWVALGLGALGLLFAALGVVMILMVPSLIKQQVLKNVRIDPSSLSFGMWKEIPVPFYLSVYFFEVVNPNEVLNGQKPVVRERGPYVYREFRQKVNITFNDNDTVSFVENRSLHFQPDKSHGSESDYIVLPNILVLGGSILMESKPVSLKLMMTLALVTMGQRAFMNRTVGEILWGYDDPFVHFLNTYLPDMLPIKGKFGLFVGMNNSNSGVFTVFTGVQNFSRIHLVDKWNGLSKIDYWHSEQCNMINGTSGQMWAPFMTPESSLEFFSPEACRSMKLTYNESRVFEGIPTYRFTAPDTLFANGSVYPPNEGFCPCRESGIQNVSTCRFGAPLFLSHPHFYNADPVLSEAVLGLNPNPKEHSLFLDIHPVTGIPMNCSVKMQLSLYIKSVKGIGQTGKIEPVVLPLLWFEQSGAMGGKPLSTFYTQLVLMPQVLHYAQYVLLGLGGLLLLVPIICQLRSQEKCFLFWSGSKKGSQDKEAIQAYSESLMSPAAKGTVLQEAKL
CAL PDZ FP-1: inhibitors of human CAL PDZ peptide binding | AID 602252 | inhibition, % at 24.9 µM | purified CAL PDZ, TMR-peptide fluorescence polarization, 1 h | actives 0.92% (n = 300,000) | Q9HD26;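 active = mean inhibition of at least 30% with at least half of replicates also reaching 30%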;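 note: 0% = DMSO neutral control and 100% = excess unlabeled competitor peptide PRC23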
MITF act: MITF TRPM1 promoter activation in melanoma cells; SK-MEL-5 TRPM1-promoter luciferase, 24 h; % of positive control, neutral wells = 0; activation, % at 12.5 µM; actives 0.75% (n = 300,000);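 active = mean activation of at least 80% with every replicate also reaching 80%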;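 note: 0% = neutral control wells and 100% = parthenolide positive control wells; values of inactives mirror those of a sister screen read the other way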
Wnt act: activators of Wnt/beta-catenin signaling; Wnt/beta-catenin reporter cell assay, activator, plate reader; activation, % at 9.35 µM; actives 1.2% (n = 300,000); AID 743398; in the data active = activation above about 30%, passing the limit was not always enough;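 note: 0% = neutral control wells and 100% = positive control wells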
AddAB inh: less growth of phage-infected E. coli with AddAB; inhibition, % at 11.9 µM; actives 0.29% (n = 330,000); AID 435030; E. coli expressing H. pylori AddAB, absorbance growth; in the data active = inhibition above about 12%;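 note: 0% = vehicle wells of infected cells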
CAL PDZ FP-2: inhibitors of human CAL PDZ peptide binding; Q9HD26; purified CAL PDZ, TMR-peptide fluorescence polarization, 1 h; inhibition, % at 20 µM; actives 0.02% (n = 330,000); AID 504414;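 active = highest replicate inhibition of at least 40%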;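 note: plate controls were DMSO neutral control wells for no effect and unlabeled competitor peptide control wells for full effect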
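System: tagged CAL PDZ domain. Schedule: 1 h room-temperature incubation prior to read. Signal: fluorescence polarization (mP). Measure: percent inhibition from loss of millipolarization.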
Tat export inh: inhibitors of E. coli Tat protein transport. inhibition, % at 10 µM. AID 488895. actives 0.036% (n = 340,000). E. coli MC4100 TorA-mCherry Tat export, fluorescence;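 active = mean replicate inhibition at least 50% and at least half of replicates individually reaching 50%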;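 note: exported cargo escapes ClpAP degradation while cytoplasmic cargo is degraded and loses fluorescence; 0% = median of neutral control wells and 100% = median of NaSCN control wells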
SR-BI uptake up: SR-BI HDL lipid transfer activation. CHO ldlA[mSR-BI] cells, DiI-HDL uptake fluorescence, 3 h; 100 = double the neutral-control signal. activation, % at 12.5 µM. actives 0.096% (n = 320,000);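 active = mean replicate activation of at least 60% and every replicate at or above 60%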;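 note: 0% = median plate neutral-control signal and 100% = twice that signal; values of inactives mirror those of a sister screen read the other way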
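Test system: SR-BI-overexpressing, LDLR-lacking CHO cells. Measured by: DiI fluorescence, bottom read. Medium: Ham's F12 with 0.5% BSA, HEPES 25 mM, pH 7.4. Timing: 3 h uptake period with compound, 37 °C.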
phage Ecoli inh: E. coli growth loss with phage present. growth absorbance. inhibition, % at 11.9 µM. actives 0.26% (n = 360,000). AID 651602; in the data active = inhibition above about 11%
E coli growth: counter-screen for AddAB inhibitors: E. coli growth inhibition; AID 449728; E. coli V3065 growth, OD600 absorbance, 18 h; actives 0.27% (n = 330,000); inhibition, % at 11.9 µM;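 active = inhibition above the campaign's mean inhibition across all tested compounds plus 3 SD, cut at about 9.9% in these data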;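 note: uninfected addAB+ strain grown without phage in ampicillin broth; 0% = DMSO wells and 100% = ciprofloxacin 0.95 µg/ml wells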
* marks the source's active call; other numbers are inactive results; / = not tested or not shown; & = joins results of further samples. The list is partial. The share of hits here may be higher or lower than overall.

Order of values – CAL PDZ FP-1	MITF act	CAL PDZ FP-2	AddAB inh	Tat export inh	SR-BI DiI inh	SR-BI uptake up	Wnt act	phage Ecoli inh	E coli growth
O=P(CCl)(Nc1ccccc1)C(Cl)(Cl)Cl (centres undefined)
  -4.6	-1.9	-0.6	0.5	2.0	-21.4	21.4	1.1	-1.1	-1.3
CCN1CCN(C(=O)COc2ccc(S(=O)(=O)N3CCOCC3)cc2Cl)CC1
  -1.5	0.5	-2.5	3.0	5.5	-21.8	21.8	11.8	0.7	-0.4
Cc1cc(NC(=O)CCl)on1
  -3.3	-19.6	-0.5	1.3	5.7	-15.0	15.0	-1.0	-1.1	-2.5
Cc1ccc(OCC(=O)N2CCN(Cc3cccnc3)CC2)cc1
  -5.9	-8.7	-0.6	1.7	-6.9	-15.7	15.6	-0.4	-0.6	0.1
N[C@@H](Cc1c[nH]c2ccccc12)c1nnc(SCc2c(F)cccc2Cl)o1
  /	-4.1	-0.6	1.2	-9.7	10.4	-10.4	/	-0.5	-0.1
C=CCN1C(=O)C2(C(C(=O)OCC)=C(N)Oc3c2c(=O)oc2ccccc32)c2ccccc21 (centres undefined)
  2.0	/	-2.5	2.1	4.4	-2.5	2.5	-0.3	2.2	1.5
CC(C)CC(C)N (centres undefined)
  0.3	5.4	0.2	-0.8	-6.6	3.1	-3.1	-3.0	0.9	-1.1
CC1CN2c3ccc([N+](=O)[O-])cc3CC3(C(=O)N(C)C(=O)N(C)C3=O)C2C(C)O1 (centres undefined)
  -5.0	8.1	0.4	0.0	-7.9	-9.2	9.2	-2.5	2.4	0.6
C=C1[C@H]2CC[C@H]3[C@]4(C)C[C@H](O[C@H]5O[C@H](CO)[C@@H](OS(=O)(=O)O)[C@H](OS(=O)(=O)O)[C@H]5OC(=O)CC(C)C)C[C@@H](C(=O)O)[C@H]4CC[C@]3(C2)[C@H]1O
  -5.1	2.2	0.8	-4.0	-3.2	-15.0	15.0	-1.0	-0.1	-2.5
O=C(NCC(c1cccnc1)N1CCN(c2ccc(F)cc2)CC1)Oc1ccccc1 (centres undefined)
  -3.9	-0.1	-2.9	0.4	-4.0	-9.8	9.8	-4.8	2.8	0.8
Cc1ccc(Cl)cc1N1CCN(CCN)CC1
  -4.1	-1.6	-1.2	3.1	2.9	-2.3	2.3	/	3.2	-3.6
Cc1ccc(-c2nc3ccccc3c(=O)n2-c2ccccn2)cc1
  -0.5	2.0	-2.6	4.5	-2.6	23.9	-23.9	-0.8	0.3	2.2
O=C(COc1ccc(S(=O)(=O)N2CCCCC2)cc1)N1CCN(Cc2ccccc2)CC1
  -4.9	-11.5	-0.5	1.9	5.9	9.1	-9.1	-1.7	1.5	0.2
CN(C)CC1CSCCC1(O)c1ccccc1 (centres undefined)
  -1.9	-1.0	/	-1.2	25.9	7.4	-7.4	-4.1	1.8	-2.5
CN(Cc1ccccc1)Cc1ccccc1OC(=O)N(C)C
  -2.9	/	-1.4	0.0	0.0	-6.7	6.7	2.4	0.6	1.3
Cc1ccc(NP(=O)(Nc2ccc(C)cc2)Oc2ccccc2)cc1
  6.7	-3.4	-1.3	-0.5	8.9	8.5	-8.4	-1.3	0.1	0.6
COc1ccc(N=Cc2c(O)n(Cc3cccs3)c(=O)[nH]c2=O)cc1
  -3.2	4.0	-2.8	1.8	4.7	-11.7	11.7	1.3	3.5	-3.6
CCCCC(=O)N/N=C/c1c(O)n(CC)c(=S)[nH]c1=O
  1.0	-5.9	-2.8	-1.7	19.7	-6.2	6.2	-9.8	2.9	-3.2
COC(=O)C1=C(c2cccc(OCc3ccccc3)c2)C[C@@H]2CC[C@H]1N2C(=O)NCc1ccccc1C(F)(F)F
  -0.7	0.6	-0.2	1.6	0.3	54.0	-54.0	-6.7	3.6	-1.8
Cc1c(C=C2C(=O)N(C)C(=S)N(C)C2=O)c2ccccc2n1CC(=O)NCC1CCCO1 (centres undefined)
  -2.1	-12.9	-0.1	/	-3.7	-16.4	16.4	-0.4	-0.3	/
Cc1ccc(-c2nc3ccccc3c(=O)n2-n2cccc2)cc1
  -3.8	18.0	-1.7	0.3	0.3	/	/	/	2.8	0.4
Cc1ccc(NC(=O)c2cn(CCC#N)nc2-c2ccc3c(c2)OCCO3)c([N+](=O)[O-])c1
  -1.5	-9.4	-3.0	4.2	1.8	17.1	-17.1	-4.1	3.3	0.3
O=C(O)c1ccc2c(c1)C1C(Cl)C(Sc3ccccc3[N+](=O)[O-])CC1C(c1cccc([N+](=O)[O-])c1)N2 (centres undefined)
  -42.8	-20.4	-1.6	/	-5.2	34.2	-34.2	/	/	/
COC(=O)C1=C(c2cccc(C#N)c2)C[C@@H]2CC[C@H]1N2C(=O)NCCOc1ccccc1Cl
  0.5	15.5	-0.1	2.5	-5.3	5.3	-5.3	-3.9	5.7	0.9
O=C1NC(=O)C(CCc2ccncc2)(Cc2ccc3c(c2)OCO3)C(=O)N1CCc1ccccc1 (centres undefined)
  -1.5	/	-1.2	1.1	0.2	-2.1	2.1	-0.1	-0.5	2.0
Oc1ccc(C2NCc3ccccc3-n3cccc32)cc1Cl (centres undefined)
  -3.3&26.9	2.1&-8.0	-3.1&-0.7	3.8&0.2	-1.6&-0.4	11.1&-8.5	-11.1&8.5	-0.4&-1.0	1.0&2.6	1.2&-2.4
Cc1cc(-c2ccccc2)cc(C)[n+]1Cc1ccccc1
  -1.8	-29.0	-0.4	1.0	-8.5	-19.9	19.9	-0.6	3.5	-1.1
CN(C)[C@@H]1C(=O)C(C(N)=O)=C(O)[C@@]2(O)C(=O)C3=C(O)c4c(O)ccc(Cl)c4[C@@](C)(O)[C@H]3C[C@@H]12
  2.8	/	-0.3	78.8*	162.7*	2.6	-2.6	0.6	91.4*	80.6*
COc1ccc(OC)c(N2Cc3ccccc3C2=N)c1
  /	1.0	-1.7	-0.7	0.8	/	/	0.2	2.1	-0.4
CC1CCCN(C(=O)CN2C3CCC2CC(O)(c2ccc(F)cc2)C3)C1 (centres undefined)
  -4.0	0.2	-1.0	1.2	-5.3	-22.6	22.6	-1.6	5.1	-0.7
O=Cc1cn(Cc2ccc(Br)cc2)c2ccccc12
  -4.8	-18.9	-0.8	-1.4	5.3	5.9	-5.9	-4.2	3.4	0.5
COC(=O)C1=C(c2cccc(C#N)c2)C[C@@H]2CC[C@H]1N2C(=O)N1CCC(C)CC1
  -2.0	0.3	-1.2	1.8	-9.6	-8.3	8.3	-4.5	3.2	-2.0
COc1ccc2c(c1)c(C(=O)CN1CCC3(CC1)OCCO3)c(C)n2Cc1ccccc1
  /	/	0.2	-1.4	-4.7	12.7	-12.7	2.7	2.2	-3.4
CN1CCN(CC(=O)Nc2ccc([N+](=O)[O-])cc2C(=O)c2ccccc2)CC1
  0.1	-13.7	-1.9	4.1	16.6	-3.8	3.8	-1.6	2.9	-1.1
CC(Cl)(Cl)/C(=N/P(=S)(N1CCOCC1)N1CCOCC1)N1CCOCC1
  0.7	-2.8	-0.1	-2.3	10.9	1.8	-1.8	-1.6	1.9	-2.9
CCOCCN1CCN(c2nnc3n2-c2ccc(Cl)cc2C(c2ccccc2Cl)=NC3)CC1
  -0.3	2.3	-1.8	-0.6	-3.7	-33.3	33.3	/	1.0	-4.5
CCN1C[C@]2(COC(=O)c3ccccc3N)CC[C@H](OC)C34[C@@H]5C[C@H]6[C@H](OC)[C@@H]5[C@](O)(C[C@@H]6OC)[C@@](O)([C@H]13)[C@@H](OC)[C@@H]42
  0.1	4.0	-4.5	-0.3	21.3	-8.2	8.2	-1.3	-1.5	-0.3
COC(=O)C1=C(c2ccc(OC)c(OC)c2)C[C@@H]2CC[C@H]1N2C(=O)NCCOc1ccccc1
  -3.9	12.3	-1.1	2.0	0.3	-4.2	4.2	1.4	3.2	-1.3
CCOC(=O)[C@]1(C#N)[C@@H]2C=CC(C(C)=O)=CN2[C@@H](C(N)=O)[C@@H]1c1ccsc1
  -1.8	0.1	-0.5	2.1	-3.4	-2.5	2.5	0.2	1.8	0.0
C/C(=N\Nc1ccccc1)c1c(O)[nH]c(=O)[nH]c1=O
  -5.0	-15.2	-0.4	3.3	0.0	-7.4	7.4	-1.8	2.9	1.6
CCOc1cc2c(cc1OCC)-n1cccc1C(c1cc(OC)ccc1F)NC2 (centres undefined)
  -0.4	-16.0	-0.5	-0.6	-0.3	23.4	-23.4	25.3	2.1	-2.2
CN1C(=O)C(Cc2ccsc2)C(=O)N(C)C1=O
  -0.4	-5.9	-0.8	3.2	-16.4	-8.6	8.6	/	-1.2	2.1
COc1ccc(C2c3c(nc(C)[nH]c3=O)Oc3c2c(=O)oc2ccccc32)cc1 (centres undefined)
  /	/	/	1.5	/	/	/	35.5*	-1.5	-0.2
CNP(=O)(Oc1ccccc1)OC12CC3CC(CC(C3)C1)C2 (centres undefined)
  -4.3	-8.2	-2.5	1.7	-11.6	-43.0	43.0	-0.8	2.5	-0.6
C/C(CCc1c[nH]c2ccccc12)=N\O
  -4.9	5.0	/	-0.3	-1.7	-18.1	18.1	-3.0	3.0	0.6
Cc1c(C)c2ccc(OCC(=O)N3CCC(C(=O)O)(c4ccccc4)CC3)cc2oc1=O
  40.8*	5.2	-0.2	1.2	2.8	2.5	-2.5	-0.7	1.3	-2.5
Cc1nc2ccccc2c(=O)n1-c1ccc(Cl)cc1[N+](=O)[O-]
  -3.4	-3.9	0.2	3.2	4.6	12.3	-12.3	-1.6	4.5	1.6
COc1ccccc1-n1c(O)c(C=NCCCn2ccnc2)c(=O)[nH]c1=O
  -0.1	19.9	/	2.6	-3.2	-10.4	10.4	/	0.5	0.8
CC[C@H](OC(C)=O)C(C[C@H](C)N(C)C)(c1ccccc1)c1ccccc1
  -1.1	2.4	-1.1	-3.9	-1.0	-17.9	17.9	1.7	2.4	-1.0
COc1cccc(Oc2c(C)oc3cc(OC(=O)N(C)C)ccc3c2=O)c1
  -4.9	-1.0	-0.9	0.8	-10.3	14.7	2.3	-1.1	1.5	0.3
CN1C(=O)N(C)C(=O)C2(Cc3c(nc4ccccn4c3=O)N3CCc4ccccc4C32)C1=O (centres undefined)
  2.5	/	-2.5	-2.6	-3.7	-27.7	27.7	3.1	2.2	-2.5
CCCCc1ccc(C(=O)O)nc1
  4.1	9.6	0.1	-2.5	-7.5	-9.7	9.7	-0.1	4.5	-2.5
COc1ccc(NC2=NCC(C)S2)cc1 (centres undefined)
  -0.7	6.7	-0.5	0.4	-13.0	0.7	29.4	3.7	0.8	0.9

Some of the entries above in a different format:
structure | CAL PDZ FP-1 | MITF act | CAL PDZ FP-2 | AddAB inh | Tat export inh | SR-BI DiI inh | SR-BI uptake up | Wnt act | phage Ecoli inh | E coli growth
CN1CCN(CC(=O)Nc2ccc([N+](=O)[O-])cc2C(=O)c2ccccc2)CC1 | 0.1 | -13.7 | -1.9 | 4.1 | 16.6 | -3.8 | 3.8 | -1.6 | 2.9 | -1.1
CC(Cl)(Cl)/C(=N/P(=S)(N1CCOCC1)N1CCOCC1)N1CCOCC1 | 0.7 | -2.8 | -0.1 | -2.3 | 10.9 | 1.8 | -1.8 | -1.6 | 1.9 | -2.9
